Source: PubChem
D2 antagonist – D2 dopamine receptor (human) antagonism; inhibition, % at 10 µM; AID 485344; 2% of 340,000 active; HEK293 TREx D2 cells, calcium flux, dopamine EC80; P14416; in the data active = inhibition above about 30%; also: 0% is about no effect
Target sequence (P14416 whole entry, looked up): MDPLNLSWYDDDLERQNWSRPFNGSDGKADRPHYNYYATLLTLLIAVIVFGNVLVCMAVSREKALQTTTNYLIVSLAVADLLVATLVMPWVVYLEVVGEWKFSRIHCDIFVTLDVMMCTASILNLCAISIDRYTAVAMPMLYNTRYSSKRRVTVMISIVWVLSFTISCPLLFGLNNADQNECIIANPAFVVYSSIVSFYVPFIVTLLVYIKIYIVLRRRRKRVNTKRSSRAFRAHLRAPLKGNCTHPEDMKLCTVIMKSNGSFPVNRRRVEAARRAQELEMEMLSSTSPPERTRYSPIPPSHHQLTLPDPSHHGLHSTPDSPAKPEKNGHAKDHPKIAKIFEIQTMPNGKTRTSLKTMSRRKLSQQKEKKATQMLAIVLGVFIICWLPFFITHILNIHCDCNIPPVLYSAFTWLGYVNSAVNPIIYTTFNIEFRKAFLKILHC
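Tetracycline-induced HEK293 T-REx cells expressing D2 force-coupled to calcium signalling were dye-loaded, exposed to compound for 180 s, then challenged with an EC80 of dopamine; calcium flux was followed kinetically for a further 180 s.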
rTrxR1 inhibitor – inhibitors of rat thioredoxin reductase 1; AID 588453; Potency, µM (series often up to 114 µM), without a hit: at the highest dose activity change, negative = inhibition, usual class: inhibitors; O89049; 1% of 390,000 active; recombinant rTrxR1, NADPH fluorescence consumption, selenite substrate; also: potency is read from the fitted curve at half-maximal effect; % is scaled to controls: 0 for no effect and ±100 for the full control effect; nearly all actives have a fitted effect of over 65% in size
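Rat TrxR1 (90 nM in the dispensed reagent) was pre-reduced with 400 uM NADPH for 5 min at room temperature, then incubated with compound for 15 min. After 400 uM selenite was added, NADPH fluorescence (Ex 340/Em 450 nm) was followed for 8 min.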
TrxR1 substrate – substrates of rat thioredoxin reductase 1; purified TrxR1 substrate turnover, NADPH consumption readout; Potency, µM (doses to about 114 µM), inactives show top-dose activity change, negative = substrate turnover; 0.01% of 390,000 active; also: potency is read from the fitted curve at half-maximal effect; % is scaled to controls: 0 for no effect and ±100 for the full control effect; nearly all actives have a fitted effect of over 50% in size
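Rat TrxR1, dispensed at 90 nM, was prereduced with 400 uM NADPH (final) for 5 min at ~22 deg C, then incubated with compound 15 min before 400 uM selenite. A first-read NADPH fluorescence drop versus no-compound background flagged substrates.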
PI4K2A inh – blocks human PI4K2A kinase activity; Q9BTU6; 0.13% of 420,000 active; purified PI4K2A, ADP-Glo luminescence, 1 h; stronger effect = lower value; activity change, negative = inhibition, % at 76.9 µM; AID 1346378; in the data active = activity change below about -50%; inconclusive = mostly about -30% to -49%;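 also: -100% = wells without enzyme as full effect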
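In this quantitative HTS, ADP production by PI4K2A was quantified luminescently after 1 h at ambient temperature; 100 microM adenosine served as plate-quality control.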
USP1 inh – blocks the human USP1/UAF1 deubiquitinase complex | recombinant USP1/UAF1, Ub-Rhodamine cleavage fluorescence | 0.23% of 390,000 active | Potency, µM (top dose mostly 57.1 µM), for the others: at the highest dose activity change, negative = inhibition, actives largely listed as inhibitors; also: potency is read from the fitted curve at half-maximal effect; % is scaled to controls: 0 for no effect and ±100 for the full control effect; nearly all actives have a fitted effect of over 60% in size; inactives centre near -12
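1 nM enzyme complex + cpd, 15 min RT; start with Ub-Rho 150nM final; kinetic fluorescence ex 480/em 540, 6 reads q60 s. Buffer 50mM HEPES pH 7.8, 0.5mM EDTA, 0.1 mg/ml BSA, 1mM TCEP, 0.01% Tween-20.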
IDH1 R132H inh – inhibitors of human mutant IDH1 R132H | 0.093% of 390,000 active | AID 602179 | Potency, µM (highest dose often 76.6 µM), without a hit: at the highest dose activity change, negative = inhibition, actives largely listed as inhibitors | IDH1-R132H enzyme, NADPH consumption, diaphorase/resazurin fluorescence | O75874; also: potency is read from the fitted curve at half-maximal effect; % is scaled to controls: 0 for no effect and ±100 for the full control effect; nearly all actives have a fitted effect of over 65% in size
Target sequence (O75874 whole entry R132H, stated change not applied): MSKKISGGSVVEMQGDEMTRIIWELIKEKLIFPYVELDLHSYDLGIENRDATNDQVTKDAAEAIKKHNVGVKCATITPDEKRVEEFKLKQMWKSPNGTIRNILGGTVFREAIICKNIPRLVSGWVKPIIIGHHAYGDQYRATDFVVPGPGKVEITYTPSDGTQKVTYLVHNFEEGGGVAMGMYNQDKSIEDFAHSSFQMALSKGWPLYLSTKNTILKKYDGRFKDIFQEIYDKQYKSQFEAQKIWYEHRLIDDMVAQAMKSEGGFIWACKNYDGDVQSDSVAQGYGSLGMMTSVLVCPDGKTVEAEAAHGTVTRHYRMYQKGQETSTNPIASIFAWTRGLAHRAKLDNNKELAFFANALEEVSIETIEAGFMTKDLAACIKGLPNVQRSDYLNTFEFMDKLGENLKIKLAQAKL
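IDH1-R132H (0.5 ug/mL) preincubated 30 min with compound, then NADPH (0.016 mM) and alpha-KG (2 mM) added; 80 min at RT, pH 7.5. Remaining NADPH coupled via diaphorase/resazurin to fluorescence (540/590 nm); concentration-response curves normalized to no-enzyme control.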
D2 agonist – agonists of human D2 dopamine receptor | P14416 | HEK293 T-REx D2 cells, calcium flux agonist mode | activation, % at 2 µM | 0.53% of 340,000 active | AID 485358;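 active = activation over 3 SD above normal in the single-dose calcium agonist read, cut at about 30% in these data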; also: 0% is about no effect
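Agonism is scored from calcium flux in a force-coupled, inducible HEK293 cell line expressing D2, read kinetically for 180 s after compound addition against dopamine controls.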
TRHR ag – agonists of human TRH receptor; P34981; TRHR cells, calcium flux fluo-8, FDSS agonist mode; activation, % at 2 µM; 0.18% of 360,000 active; AID 493084; in the data active = activation above about 30%; also: 0% is about no effect
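TRHR-expressing cells loaded with fluo-8 calcium dye; 23 nL library compound pin-transferred, kinetic FDSS fluorescence (Ex 480/Em 530) recorded about 180 s for agonist-induced calcium release, before a 10 nM TRH EC20 addition for potentiator mode.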
TRHR enhancer – allosteric enhancers of human TRH receptor; AID 493056; 0.66% of 360,000 active; TRHR cells, fluo-8 calcium fluorescence, EC20 TRH enhancement; enhancement, % at 2 µM; P34981; in the data active = enhancement above about 30%; also: 0% is about no effect
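Enhancer read-out: after compound pinning and an initial kinetic agonist-mode read, an EC20 of TRH (10 nM final) was injected and fluo-8 calcium signal (Ex 480/Em 530) followed at 1 s/cycle for 100 cycles in TRHR-expressing cells.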
Starred values were filed as active, the others as inactive; u = inconclusive; x = no result given; [ ] = another dose, or the depositor's remark. Unless noted, calls follow the shape of the dose curve; as a rule, active = well fitted inhibition curve with a large enough effect; inconclusive = small, poorly fitted or top-dose-only effect; inactive = no such curve, though single readings can be large or run the other way.

SMILES	D2 antagonist	rTrxR1 inhibitor	TrxR1 substrate	PI4K2A inh	USP1 inh	IDH1 R132H inh	D2 agonist	TRHR ag	TRHR enhancer
CCc1ccc(-n2c(=O)c3c(C)c(C(=O)N(C)C)sc3n(Cc3ccccc3F)c2=O)cc1	x	22%[57.1 µM]	7%[57.1 µM]	-5	-6%	-24%	-1.4	-0.3	9
CCN(CC)c1ccc(NS(=O)(=O)c2cc3[nH]c(=O)c(=O)[nH]c3cc2C)c(C)c1	x	u	-3%	-9	-14%	-2%	-0.7	-0.3	4
CN(CC(=O)Nc1c(Cl)cccc1Cl)C(=O)Cn1[nH]c(=O)c2ccccc2c1=O	-10	12%	0%	-3	-9%	3%	-1.2	-0.9	6
Cc1cccc(C)c1OCC(=O)NCC1(N2CCOCC2)CCCCC1	x	2%	-4%	-2	-15%	-8%	-1.6	-2.3	2
CC(=O)NCCC(=O)Nc1cc(F)ccc1C	1	3%[57.1 µM]	-4%	-4	-16%	-5%	0.1	0.8	-4
CC(CCc1ccccc1)NC(=O)COC(=O)c1cccnc1Cl (stereo not given)	x	24%	16%	-1	-14%	9%	x	x	x
Cc1ccc2c(c1)N(CC(=O)NCCCN1CCCCC1)C(=O)CO2	5	-11%	-6%	2	-7%	0%	0.2	0.7	13
COc1c(Br)cc2c(C)c(C(=O)O)oc2c1Br	0	-14%	-8%	4	-14%	-1%	0.6	-0.1	3
CCOC(=O)c1ccc(NC(=O)c2csnn2)cc1	x	18%	1%	-4	-8%	12%	-1.4	0.2	-5
CCOC(=O)N1CC=C2C(C#N)=C(N)C(C#N)(C#N)[C@H](c3ccc(OC(C)C)c(OCC)c3)[C@H]2C1	6	u	3%[57.1 µM]	5	-21%	u	-1.8	0.6	3
CCN1CCN(c2nc(Nc3ccccc3F)nc(N)c2[N+](=O)[O-])CC1	78*	26%	5%	3	-7%	4%	-0.3	0.2	9
O=C(NCCS(=O)(=O)NCc1ccccc1Cl)c1ccccc1	0	8%	3%	-3	-17%	2%	-0.8	-0.2	9
COCCCn1c(-c2ccsc2)nc2c1c(=O)[nH]c(=O)n2Cc1ccccc1	-24	-7%	9%	3	-11%	3%	0.1	-0.7	6
COc1ccccc1C(CCN(Cc1cccs1)C(C)=O)c1ccco1 (stereo not given)	-2	45µM*	-2%	-12	-24%	2%	1.0	-0.4	11
O=C1C(Cl)=C(N2CCCCC2)C(=O)N1c1ccccc1Cl	13	-11%	3%	0	-10%	2%	-0.4	-0.8	-1
CC(C)C[C@H](NC(=O)N1CCn2c1nc1ccccc12)C(=O)NCCc1ccccc1	-22	13%	-2%	-4	-28%	0%	1.3	0.8	-2
COc1cccc(CNC(=O)Cc2ccc(-c3ccccc3)cc2)c1	-4	-6%	4%	0	-17%	-4%	0.1	0.1	-4
COc1cccc(OCCNc2cc(Cl)ccc2[N+](=O)[O-])c1	-14	-14%	-3%	-2	-12%	9%	1.6	-0.9	16
COc1ccc(C(=O)N2CCn3c2nc2ccccc23)cc1	5	16%	0%	-2	-17%	-5%	0.5	-0.1	17
CC(=O)NC(CC(=O)Nc1ccc(S(=O)(=O)N2CCCC2)cc1)c1ccccc1 (stereo not given)	-10	-8%	-6%	1	-6%	7%	0.0	1.6	-7
CCc1nn(-c2ccccc2)c2nc(-c3cccc(OC)c3)c3cc(OC)c(OC)cc3c12	x	9%	7%	1	-27%	-12%	0.6	-0.8	-3
CC(C)C(OC(=O)c1cccs1)C(=O)NCc1ccc2c(c1)OCO2 (stereo not given)	0	12%	1%	6	-6%	3%	-0.5	-0.5	6
Cc1onc(-c2ccccc2Cl)c1C(=O)Nc1nnc(-c2cccc([N+](=O)[O-])c2)s1	x	5%[57.1 µM]	5%[57.1 µM]	-1	-21%	-1%	x	-0.6	4
COc1ccccc1S(=O)(=O)Cc1ccc(C(=O)NCc2cccnc2)o1	-3	-11%[57.1 µM]	-3%[57.1 µM]	2	-16%	9%	0.3	-0.1	-4
N#C/C(=C\c1ccc([N+](=O)[O-])cc1)c1ccccn1	-27	0%[57.1 µM]	9%[57.1 µM]	4	-16%	7%	0.2	-1.9	1
CC(=O)c1ccc(S(=O)(=O)N2CCn3cccc3C2c2ccccc2F)cc1 (stereo not given)	x	-2%[57.1 µM]	-6%[57.1 µM]	-11	u	5%	0.8	0.1	-3
COc1ccc(NS(=O)(=O)c2ccc(NS(=O)(=O)c3ccc(C)cc3)cc2)nn1	8	15%	-8%[57.1 µM]	1	-19%	0%	0.7	0.3	9
CCSc1ccc([C@@H]2[C@@H]3C(=O)N(CC)C(=O)[C@@H]3[C@]3(C(=O)OC)CCCCN23)cc1	8	-9%	-8%	-3	-17%	3%	0.4	0.7	2
CCc1ccccc1N(C(=O)Cn1nnc2ccccc21)C(C(=O)NCCOC)c1ccco1 (stereo not given)	-2	-2%	-2%	-2	-17%	2%	1.6	-0.1	-3
COc1ccc(Cn2c(C)c(C)c(C#N)c2NC(=O)Nc2ccccc2)cc1	-11	0%	5%[57.1 µM]	-13	-1%	-2%	0.1	-0.3	-6
CC(C)(C)N1CCC1C(N)=O (stereo not given)	-5	x	x	x	x	x	-2.5	-1.4	2
Cc1csc2ncc(C(=O)Nc3ccc4c(c3)OCCO4)c(=O)n12	-3	10%	-2%	0	-3%	3%	-1.2	-0.8	-12
CCN(CC(=O)NC1CCS(=O)(=O)C1)S(=O)(=O)c1ccc(F)cc1 (stereo not given)	6	5%	6%	-2	2%	4%	-0.4	1.1	8
Cc1ccc(/C=N/NC(=O)c2ccc(NC(=O)c3ccc(Cl)cc3)cc2)o1	-18	9%[57.1 µM]	7%[0.0914 µM]	2	-17%	23%	0.7	0.2	-7
CC1=C(N2CCOCC2)CCC1=O	x	14%[57.1 µM]	8%[57.1 µM]	-2	-11%	-14%	x	x	x
Cc1cc(NC(=O)c2cc3nc4c(c(C(F)(F)F)n3n2)CCc2ccccc2-4)no1	-6	x	x	x	x	x	0.9	-0.3	5
O=C(Nc1cccc(-c2nc3cccnc3s2)c1)c1cccc(Br)c1	x	5%	-4%	-2	-23%	0%	-0.1	-0.3	-3
S=C(Nc1ccccc1)Nc1ccc(OCc2ccc(Cl)cc2Cl)cc1	x	0%	1%	3	-22%	3%	x	0.4	2
O=C(COc1ccccc1)Nc1ccccc1Oc1ccccc1	1	-13%	-16%	0	-11%	2%	-1.5	-1.3	7
COc1ccc(-c2nnc(SCC(=O)N(C)C3CCCCC3)o2)cc1OC	x	-9%	-12%	0	-13%	-9%	-0.2	0.8	0

5 entries out of the list, arranged by number of heavy atoms, high to low.
SMILES	D2 antagonist	rTrxR1 inhibitor	TrxR1 substrate	PI4K2A inh	USP1 inh	IDH1 R132H inh	D2 agonist	TRHR ag	TRHR enhancer
CCc1nn(-c2ccccc2)c2nc(-c3cccc(OC)c3)c3cc(OC)c(OC)cc3c12	x	9%	7%	1	-27%	-12%	0.6	-0.8	-3
COc1ccccc1S(=O)(=O)Cc1ccc(C(=O)NCc2cccnc2)o1	-3	-11%[57.1 µM]	-3%[57.1 µM]	2	-16%	9%	0.3	-0.1	-4
CCN1CCN(c2nc(Nc3ccccc3F)nc(N)c2[N+](=O)[O-])CC1	78*	26%	5%	3	-7%	4%	-0.3	0.2	9
Cc1ccc2c(c1)N(CC(=O)NCCCN1CCCCC1)C(=O)CO2	5	-11%	-6%	2	-7%	0%	0.2	0.7	13
CC(C)(C)N1CCC1C(N)=O (stereo not given)	-5	x	x	x	x	x	-2.5	-1.4	2

Remaining list, next part:
SMILES	D2 antagonist	rTrxR1 inhibitor	TrxR1 substrate	PI4K2A inh	USP1 inh	IDH1 R132H inh	D2 agonist	TRHR ag	TRHR enhancer
Cc1cc(NC(=O)c2coc(=O)c(Br)c2)ccc1C(C)C	5	7%[57.1 µM]	11%[57.1 µM]	4	-7%	5%	0.1	-0.6	15
Cc1nc(C)c(C(=O)N2CCCC(C(=O)c3cc(F)ccc3F)C2)s1 (stereo not given)	6	-4%	-7%	2	-13%	-9%	0.5	0.9	-3
O=C(/C=C/c1ccccc1)NC(NC(=S)Nc1cc(Cl)ccc1Cl)C(Cl)(Cl)Cl (stereo not given)	-26	11%	-5%[57.1 µM]	1	-15%	0%	0.6	1.9	2
COc1ccc(S(=O)(=O)N2CCOCC2)cc1NC(=O)CN(C)Cc1c(F)cccc1Cl	-13	15%[57.1 µM]	-14%[57.1 µM]	1	-8%	5%	1.1	0.6	-9
O=C(Nc1ccc2oc(-c3ccccc3F)nc2c1)c1ccc2c(c1)OCCO2	x	44%[activator]	53%[activator]	-7	-19%	9%	x	1.2	-7
COC(=O)C1=C(C)NC(=O)C1(NC(=O)CN1CCCC1=O)C(F)(F)F (stereo not given)	-6	6%[57.1 µM]	8%[57.1 µM]	-3	-16%	0%	-0.7	0.3	-2
COC(=O)c1cc(OC)c(OC)cc1NC(=O)CSc1nnnn1Cc1ccccc1	-6	28%[57.1 µM]	15%[57.1 µM]	0	-2%	3%	-0.5	-0.7	-5
OCCNc1nnc(-c2ccccc2)c(-c2ccccc2)n1	x	20%	1%	6	-18%	12%	x	x	x
CCC(=O)Nc1ccccc1-c1nc2ccccc2n(Cc2cccc(Br)c2)c1=O	x	14%	7%	1	-10%	-11%	0.2	-0.1	-7
CCOc1ccc(N2C(=O)CC(Sc3nc4ccc(OCC)cc4s3)C2=O)cc1 (stereo not given)	x	-9%	-7%	3	-19%	7%	x	x	x
O=C1OC(N2C(=O)CC[C@H]2C(=O)Nc2ccc(Br)cc2F)c2ccccc21 (stereo not given in full)	0	9%	-3%	0	-9%	-9%	0.6	-0.2	14
Cn1cccc1C(=O)OCC(=O)c1c[nH]c2ccccc12	x	17%[57.1 µM]	6%[57.1 µM]	0	-16%	1%	x	x	x
O=C(CCCn1c2ccccc2c(=O)c2ccccc21)Nc1cccc(Cl)c1	x	36%	93%[activator]	0	u	3%	-0.3	-1.4	4
Cc1ccc(OCC(=O)NC(C)c2ccccc2)cc1C (stereo not given)	-17	13%	0%	-1	-24%	-3%	0.0	-0.4	-1
